Screening results from PubChem.
MsrA inhibitor: bovine MsrA enzyme inhibitors, primary screen, biochemical, absorbance, HTS; inhibition, % at 15.5 µM; Methionine sulfoxide reductase A (Bos taurus); purified bovine MsrA, absorbance read-out; AID 651718, 2012; actives 0.75% (n = 360,000); in the data active = inhibition above about 4.5%;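 also: 0% = vehicle wells with enzyme and 100% = reference inhibitor wells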
eLon inh: inhibitors of E. coli Lon protease, primary screen, biochemical, fluorescence polarization. AID 602123, 2011. purified E. coli Lon protease. inhibition, % at 7.94 µM. P0A9M0. actives 0.42% (n = 360,000); in the data active = inhibition above about 13%, passing the limit was not always enough;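 also: 0% = enzyme with probe and DMSO and 100% = no enzyme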
Rin1-Abl PPI inh: inhibitors of Rin1-Abl protein binding, primary screen, biochemical, TR-FRET; actives 0.4% (n = 360,000); AID 588664, 2011; Tyrosine-protein kinase ABL1 (Homo sapiens) + Ras and Rab interactor 1 (Homo sapiens), …; inhibition, % at 7.35 µM; in the data active = inhibition above about 5%, passing the limit was not always enough
MT1-MMP act inh: blockers of MT1-MMP proenzyme processing, primary screen, HT1080 RFP-PRO-GFP cells, GFP/RFP fluorescence. actives 0.061% (n = 360,000). GFP/RFP ratio change, % at 20 µM. Matrix metalloproteinase-14 (Homo sapiens), P50281. GFP/RFP ratio fluorescence, overnight; percent of plate control window, DMSO zero;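 active = GFP/RFP ratio change of at least 30% with cell ATP level not reduced by more than half and red fluorescence within 50% of control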; also: strong numbers were not always called active
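system = RFP-PRO-GFP reporter HT1080 cells | dosing = 20 µM single dose, 1% DMSO | timing = overnight cell settling, then overnight compound exposure, 37 °C, 5% CO2 | read-out basis = GFP/RFP fluorescence ratio | controls = DMSO and RFP-L50D-GFP cell wells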
SKN-1 inh: suppressors of acrylamide-induced Pgst-4::GFP reporter in worms, primary screen, SKN-1 inhibitor project, whole organism, uHTS, GFP/RFP fluorescence ratio, strain VP596. inhibition, % at 21.8 µM. C. elegans VP596 Pgst-4::GFP/RFP ratio, 24 h. actives 0.49% (n = 360,000);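 active = interference check ratio from 0.5 to 1.5 plus GFP to RFP signal ratio inhibition reaching or exceeding a fixed threshold, cut at about 30% in these data, passing the limit was not always enough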; also: some compounds called inactive have numbers as strong as hits
Neddyl block: inhibitors of cullin neddylation, primary screen, biochemical, TR-FRET, uHTS, NAE and Ubc12; AID 651699, 2012; actives 0.58% (n = 360,000); NEDD8-conjugating enzyme Ubc12 (Homo sapiens) + NEDD8-activating enzyme E1 regulatory …; calls only at 25 µM; in the data active = inhibition above about 36%
MsrA act: bovine MsrA enzyme activators, primary screen, biochemical, absorbance, HTS; purified bovine MsrA, absorbance read-out; activation, % at 10.6 µM; actives 0.3% (n = 360,000); AID 602163, 2012; in the data active = activation above about 7.5%;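 also: 0% = vehicle and 100% = reference activator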
FAS TE block: FAS thioesterase domain inhibitors, primary screen, biochemical, fluorescence intensity, uHTS. recombinant FAS-TE, OMFH fluorogenic substrate, fluorescence endpoint. inhibition, % at 15 µM. actives 0.67% (n = 360,000);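 active = compounds whose normalised, plate-corrected inhibition of enzyme fluorescence in the single-dose primary screen is 50% or more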;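 also: 0% = DMSO with enzyme and 100% = substrate without enzyme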
CendR NRP1 mod: modulators of CendR peptide binding to NRP-1, primary screen, biochemical, fluorescence polarization, uHTS | Neuropilin-1 (Homo sapiens), O14786 | FAM-RPARPAR peptide binding to NRP-1 | inhibition, % at 25 µM | actives 0.85% (n = 360,000) | AID 602438, 2012;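 active = inhibition or corrected inhibition above about 18%, plus a signal ratio from 0.5 to 1.5, limit read from the data, passing the limit was not always enough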; also: strong numbers were not always called active
Target sequence (O14786 whole entry, looked up): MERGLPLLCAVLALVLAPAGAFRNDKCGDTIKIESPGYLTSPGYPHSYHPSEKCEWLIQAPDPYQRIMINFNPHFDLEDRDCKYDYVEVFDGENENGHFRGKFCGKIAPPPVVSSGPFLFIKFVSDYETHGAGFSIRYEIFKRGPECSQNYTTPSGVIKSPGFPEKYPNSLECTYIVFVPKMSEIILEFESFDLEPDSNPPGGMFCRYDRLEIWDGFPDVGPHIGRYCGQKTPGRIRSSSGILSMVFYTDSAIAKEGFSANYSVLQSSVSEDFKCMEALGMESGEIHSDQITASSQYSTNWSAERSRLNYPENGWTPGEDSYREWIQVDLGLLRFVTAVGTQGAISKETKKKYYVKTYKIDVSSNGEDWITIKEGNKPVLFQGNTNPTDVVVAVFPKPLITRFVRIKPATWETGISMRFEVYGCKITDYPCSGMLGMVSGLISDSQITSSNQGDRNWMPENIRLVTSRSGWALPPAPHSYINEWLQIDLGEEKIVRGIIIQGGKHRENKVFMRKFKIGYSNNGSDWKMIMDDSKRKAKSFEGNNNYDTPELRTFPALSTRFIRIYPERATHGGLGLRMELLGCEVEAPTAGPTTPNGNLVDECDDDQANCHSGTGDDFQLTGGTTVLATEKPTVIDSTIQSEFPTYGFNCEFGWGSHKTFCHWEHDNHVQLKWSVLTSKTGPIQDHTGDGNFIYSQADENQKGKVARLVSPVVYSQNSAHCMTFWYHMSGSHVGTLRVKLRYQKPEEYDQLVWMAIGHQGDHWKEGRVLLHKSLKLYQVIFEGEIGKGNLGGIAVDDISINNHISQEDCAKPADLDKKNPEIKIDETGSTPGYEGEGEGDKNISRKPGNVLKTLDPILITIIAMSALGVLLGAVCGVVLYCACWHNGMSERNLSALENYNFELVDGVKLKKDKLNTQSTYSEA
* = called active by the depositor; i = inactive; x = no result given.

SMILES | MsrA inhibitor | eLon inh | Rin1-Abl PPI inh | MT1-MMP act inh | SKN-1 inh | Neddyl block | MsrA act | FAS TE block | CendR NRP1 mod
C=CCSc1ncc(C(=O)OCC)c(N)n1 | 2.1 | -10 | 8 | 6 | -2 | i | -16 | -7 | 14
Cc1ccc(Cl)cc1NC(=O)C1CCCN(S(=O)(=O)c2c(C)noc2C)C1 (configuration not stated) | 1.6 | -7 | 4 | -4 | -5 | i | -9 | -4 | -9
CC(=O)c1c(C)[nH]c(C(=O)OCC(=O)Nc2ccc(Cl)cc2[N+](=O)[O-])c1C | -0.1 | -13 | -3 | -9 | 9 | i | 2 | 15 | 23
O=C(Nc1ccc2c(c1)OCO2)c1cccc(S(=O)(=O)N2CCCC2)c1 | 0.4 | 6 | 0 | 3 | 5 | i | -2 | -1 | 6
COc1ccc(C=C2NC(=O)NC2=O)cc1O | 4.5 | 12 | 0 | -4 | -4 | i | -6 | -7 | 4
COc1cccc2c1OCC1COc3c(c(=O)n(C)c(=O)n3C)C21 (configuration not stated) | -0.5 | 4 | -3 | 2 | -22 | i | -11 | -13 | 1
COc1cc(C(=O)Nc2ccc(C(=O)NCC3CCCO3)cc2)cc(OC)c1OC (configuration not stated) | 0.6 | -7 | 0 | -2 | 33 | i | -1 | -1 | 9
CCc1noc2c1/C(=N\O)CC(c1ccccc1)C2 (configuration not stated) | 1.0 | -7 | 1 | -3 | 3 | i | -10 | -9 | -1
OCC[C@H]1C[C@@H](O)[C@H](O)[C@@]2(CCCCO2)O1 | 0.3 | 9 | 2 | -3 | 23 | i | -3 | -14 | -9
CC(=O)Oc1ccc(-c2nc3ccccc3c(=O)o2)cc1 | 0.9 | -4 | -3 | -4 | 26 | i | -3 | 14 | 1
CC1(C)Cc2ccccc2-c2nnc(-c3ccccc3)n21 | -0.3 | 6 | 0 | -1 | 35 | i | -4 | -8 | -6
Cn1cnnc1Sc1nc2c(c(=O)n(C)c(=O)n2C)n1Cc1ccccc1Cl | -0.5 | 1 | 3 | -1 | 3 | i | -4 | -1 | 10
c1ccc2sc(N3CN(CCN4CCOCC4)CN(c4nc5ccccc5s4)C3)nc2c1 | x | -2 | 2 | -2 | -4 | i | -12 | 10 | 0
CCc1ccc(C(=O)C(C)OC(=O)Cc2n[nH]c(=O)c3ccccc23)cc1 (configuration not stated) | 1.2 | 8 | -1 | 2 | -10 | i | -5 | 3 | 1
CCN1C(=O)CC(N2CCN(C(c3ccccc3)c3ccccc3)CC2)C1=O (configuration not stated) | 0.8 | -11 | 0 | -7 | 3 | i | -10 | -4 | -11

Structures shown so far containing a carbonyl joined to an NH by a bond outside any ring:
SMILES | MsrA inhibitor | eLon inh | Rin1-Abl PPI inh | MT1-MMP act inh | SKN-1 inh | Neddyl block | MsrA act | FAS TE block | CendR NRP1 mod
Cc1ccc(Cl)cc1NC(=O)C1CCCN(S(=O)(=O)c2c(C)noc2C)C1 (configuration not stated) | 1.6 | -7 | 4 | -4 | -5 | i | -9 | -4 | -9
CC(=O)c1c(C)[nH]c(C(=O)OCC(=O)Nc2ccc(Cl)cc2[N+](=O)[O-])c1C | -0.1 | -13 | -3 | -9 | 9 | i | 2 | 15 | 23
O=C(Nc1ccc2c(c1)OCO2)c1cccc(S(=O)(=O)N2CCCC2)c1 | 0.4 | 6 | 0 | 3 | 5 | i | -2 | -1 | 6
COc1cc(C(=O)Nc2ccc(C(=O)NCC3CCCO3)cc2)cc(OC)c1OC (configuration not stated) | 0.6 | -7 | 0 | -2 | 33 | i | -1 | -1 | 9

(further entries)
SMILES | MsrA inhibitor | eLon inh | Rin1-Abl PPI inh | MT1-MMP act inh | SKN-1 inh | Neddyl block | MsrA act | FAS TE block | CendR NRP1 mod
CCC(C)N(C(=O)C(F)(F)F)C(C(=O)NC1CCCCC1)c1ccncc1 (configuration not stated) | -0.2 | -18 | 2 | 2 | -12 | i | -3 | -5 | 13
CC1CCCN(CCCOc2ccc(Br)cc2Cl)C1 (configuration not stated) | -0.3 | 4 | 0 | 2 | -15 | i | -5 | -3 | 1
Cc1ccc(N(CC(=O)NN=C2CCN(C)CC2)S(=O)(=O)c2ccccc2)c(C)c1 | 0.7 | 16 | -3 | -3 | 0 | i | -2 | -8 | 12
O=C(Cc1ccccc1)Nc1nnc(-c2ccccc2)o1 | -0.6 | 3 | 3 | 2 | -2 | i | -1 | -3 | 10
CC1CCCCC12NC(=O)N(CC(=O)OCC(=O)NC(=O)c1ccccc1)C2=O (configuration not stated) | 0.5 | 1 | 1 | 0 | 18 | i | -4 | -8 | 15
N/C(=N\OC(=O)CCCOc1ccccc1)c1ccc([N+](=O)[O-])cc1 | 0.1 | -7 | -1 | 2 | -12 | i | -3 | 23 | 2
Cc1nnc(NC(=O)CCC(=O)N2CCN(CCOc3cccc4ccccc34)CC2)s1 | -0.6 | 1 | -2 | 6 | 4 | i | -2 | -6 | -17
Cc1cc(OCC(=O)Nc2nnc(C3CC3)s2)ccc1Cl | 0.3 | -2 | 3 | 8 | 5 | i | 2 | -5 | -15
CCCCC(=O)NCCNc1nc2c(c(=O)n(C)c(=O)n2C)n1Cc1ccccc1 | 0.6 | -4 | 0 | 6 | 6 | i | -3 | -7 | 6
COc1ccccc1NC(=O)C(C)OC(=O)Cc1ccsc1 (configuration not stated) | -0.8 | -5 | 3 | 1 | -16 | i | -4 | -2 | -6
COc1cc(C(=O)Nc2cccc(-c3nc4ccccc4o3)c2C)cc(OC)c1OC | 1.3 | 0 | 2 | 1 | 3 | i | 1 | -5 | 10
c1coc(CNc2c3c(nc4ncnn24)CCC3)c1 | -0.1 | 2 | 0 | -1 | -10 | i | -2 | -4 | 9
N#C/C(=C\c1ccncc1)C(=O)Nc1ccc(C(=O)O)cc1 | 1.6 | 10 | -2 | x | 20 | i | -11 | -4 | 1
O=C(NN=C1CCCCCC1)c1cc2ccccc2cc1O | -0.2 | -7 | 4 | 1 | 4 | x | -3 | -1 | 7
CN1C(=O)[C@@H]2[C@H](C1=O)[C@@H]1C(=O)Nc3ccccc3C(=O)N1[C@@H]2c1ccc(Br)cc1 | -1.3 | 7 | 3 | 6 | 2 | i | -3 | -5 | -10
C=CCN1C(=O)C(C)(C)Nc2ccccc21 | -1.0 | -2 | -6 | -3 | -7 | i | -2 | -3 | 10
CS(=O)(=O)c1nc(S(=O)(=O)c2ccc(Cl)cc2)c(NCCCN2CCOCC2)s1 | 1.1 | -1 | 0 | 2 | 10 | i | -6 | -5 | 13
C=CCSc1nnc(NC(=O)c2cccc(S(=O)(=O)N(C)c3ccccc3)c2)s1 | 1.3 | -1 | -4 | 4 | -5 | i | 3 | 13 | -7
CCOc1ccccc1NC(=O)CCNS(=O)(=O)c1ccc(NC(C)=O)cc1 | 1.3 | -5 | 0 | 2 | 20 | i | -1 | -4 | 5
C/C(=N\NC(=O)CNc1cccc(C(F)(F)F)c1)c1cccs1 | 1.5 | -10 | 8 | 3 | -9 | i | -3 | 5 | -6
CC(NC(=O)c1ccccc1F)c1cccc2ccccc12 (configuration not stated) | 0.5 | 3 | 5 | 2 | 0 | i | -2 | 0 | 8
Cc1ccc(N(C)S(=O)(=O)c2cccc(C(=O)Nc3ccc(C)cn3)c2)cc1 | -1.1 | 5 | 3 | 5 | 7 | i | -7 | 16 | -2
CCN(CC)c1ccc([N+](=O)[O-])cc1C(=O)O | 0.9 | -15 | -3 | -1 | 4 | i | -1 | -10 | -10
O=C(O/N=C\c1ccc(N2CCCCC2)c([N+](=O)[O-])c1)c1ccc(Cl)cc1Cl | 3.2 | -8 | 0 | 5 | 27 | i | -2 | 22 | -7
CCN1CCN(c2ccc(S(=O)(=O)N3CCCCC3)cc2NC(=O)c2cc3ccccc3o2)CC1 | 0.7 | -4 | 0 | 0 | 2 | i | -4 | 11 | -10
CCOC(=O)c1cn(CC)c2c(ccc3ccccc32)c1=O | -0.4 | -9 | 1 | 0 | 13 | i | -2 | 23 | 8
CCC(C(=O)NCCc1ccco1)n1nc(C)c2c(C)n(-c3ccccc3)nc2c1=O (configuration not stated) | -1.1 | -5 | 4 | 1 | 4 | i | -3 | -4 | 1
CCn1c(SCC(=O)NNC(=O)Cc2ccccc2)nnc1-c1ccncc1 | 1.9 | 6 | -3 | 3 | -9 | i | -3 | -4 | -4
O=C(NC1CCCCC1)c1cccc2c1C(=O)c1ccc(-c3ccc(OC(F)(F)F)cc3)cc1S2(=O)=O | 0.0 | 2 | -1 | 4 | 7 | i | -10 | -10 | 0
Clc1ccc(-c2ccc(CN3CCCCC3)o2)cc1 | -0.3 | -5 | 0 | -1 | 13 | i | -1 | -2 | -3
C=CCn1c2ccccc2c(=O)c2cc(C#CC3(O)CCCCC3)ccc21 | 0.2 | 0 | -1 | 0 | 25 | x | -4 | 10 | -6
CC(Oc1ccc(Cl)cc1Cl)C(=O)NNC(=O)c1ccncc1 (configuration not stated) | 0.3 | 6 | -1 | 5 | 15 | i | -2 | -2 | -4
CCCCCN1CSC(=S)N(Cc2ccccc2)C1 | -0.4 | -6 | 0 | 4 | 4 | i | -6 | 8 | -7
CCOc1ccc(OCC)c(NC(=O)CN(c2ccc(C)cc2)S(=O)(=O)c2c(C)noc2C)c1 | 0.4 | -7 | -3 | -14 | 5 | i | -2 | 25 | 9
CCOc1c(Br)cc(C(=O)Nc2cccc(S(=O)(=O)N3CCOCC3)c2)cc1OC | -0.8 | 3 | -3 | -2 | 11 | i | 0 | 22 | -3
Cc1ccc(NC(=O)CSc2nc3c(c(=O)[nH]2)CCCC3)cc1C | -1.2 | -1 | 1 | 2 | 3 | i | 2 | -5 | 6
CN1C(=O)C2C(c3ccc(N(C)C)cc3)=NN(Cc3ccccc3)C2C1=O (configuration not stated) | 1.5 | -8 | -4 | 1 | 11 | i | -10 | 13 | 0
O=C(O)c1ccc(N=c2oc3cc(O)ccc3cc2C(=O)NCc2ccccc2)cc1 | 2.5 | -7 | 1 | -24 | -3 | i | -18 | -5 | -111
Cc1ccccc1C(=O)N1CCC(C(=O)N(CC(C)C)c2c(N)n(CC(C)C)c(=O)[nH]c2=O)CC1 | 0.5 | -13 | 3 | -1 | 4 | i | -2 | -5 | 5
O=C(NCc1ccc(F)cc1)C(c1cccs1)N(C(=O)c1csnn1)C1CC1 (configuration not stated) | -0.8 | 0 | 0 | -1 | -5 | i | -1 | -4 | -5
CCc1ccc2c(CN3CCN(S(=O)(=O)c4ccc5c(c4)OCCO5)CC3)cc(=O)oc2c1 | -0.1 | -1 | 0 | 2 | 26 | i | -2 | 16 | -7
NC(=O)COC(=O)C1CSC2(c3ccc(F)cc3)CCC(=O)N12 (configuration not stated) | -1.5 | 9 | 0 | -4 | 6 | i | -1 | -3 | 11
O=C1CN(C(=O)c2ccc(Cl)c(S(=O)(=O)N3CCc4ccccc43)c2)c2ccccc2N1 | 0.7 | -1 | 1 | -6 | -5 | i | 3 | 14 | -3
CCN1C(=O)[C@H]2[C@@H](c3ccc(OC)cc3)N[C@]3(CCCN(Cc4ccc(Br)cc4)C3=O)[C@H]2C1=O | 1.3 | 9 | -5 | 4 | -1 | i | 0 | -2 | 0
